GLP1R cytotox: cytotoxicity in counter-screen for GLP-1R inverse agonists | Potency, µM (doses to about 38.3 µM), inactives show at the highest dose activity change, negative = inhibition, usual class: inhibitors | HEK293 cAMP-luciferase reporter cells, luminescence, 24 h | 410,000 tested, 0.13% active;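 also: loss of luciferase light is scored as toxicity; potency is read from the fitted curve at half-maximal effect; % is scaled to controls: 0 for no effect and ±100 for the full control effect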
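MLSMR compounds, 24 hr on cells at 37 deg C/5% CO2; luminescence after luciferase reagent (12 min RT). Inhibition counted as the undesired cytotoxic outcome.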
GLP1R ag: agonists of human GLP-1 receptor | HEK293 GLP-1R CRE-luciferase, luminescence, 4-6 h; cells express a hypersensitive GLP-1R form | Potency, µM (series often up to 45.6 µM), for inactives: top-dose activation, most hits filed as activators | 380,000 tested, 0.007% active; also: potency is read from the fitted curve at half-maximal effect; % of control where 0% means no effect
Target sequence (P43220 whole entry, looked up): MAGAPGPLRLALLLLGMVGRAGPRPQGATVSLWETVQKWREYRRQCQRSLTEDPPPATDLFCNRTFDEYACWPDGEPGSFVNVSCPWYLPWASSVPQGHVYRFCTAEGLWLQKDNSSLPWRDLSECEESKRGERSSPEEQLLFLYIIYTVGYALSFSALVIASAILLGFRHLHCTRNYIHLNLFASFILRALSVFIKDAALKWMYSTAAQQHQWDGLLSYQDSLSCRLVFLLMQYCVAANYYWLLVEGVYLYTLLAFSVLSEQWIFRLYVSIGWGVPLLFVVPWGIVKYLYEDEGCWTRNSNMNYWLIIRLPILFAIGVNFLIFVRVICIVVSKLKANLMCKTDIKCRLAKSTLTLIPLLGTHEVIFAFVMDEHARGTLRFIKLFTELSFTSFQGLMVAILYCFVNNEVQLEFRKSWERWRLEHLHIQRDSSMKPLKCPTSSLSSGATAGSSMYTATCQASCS
PLK1 PBD inh: PLK1 (human) polo-box domain binding inhibition. P53350. Plk1 PBD binding of FITC phosphopeptide, fluorescence polarization. Potency, µM, without a hit: max response, negative = inhibition, hits mostly inhibitors. 360,000 tested, 2.8% active; also: potency is read from the fitted curve at half-maximal effect; series mostly up to about 57 µM; % is scaled to controls: 0 for no effect and ±100 for the full control effect; nearly all actives have a fitted effect of over 65% in size
Target sequence (P53350 whole entry, looked up, the tested form may be a part): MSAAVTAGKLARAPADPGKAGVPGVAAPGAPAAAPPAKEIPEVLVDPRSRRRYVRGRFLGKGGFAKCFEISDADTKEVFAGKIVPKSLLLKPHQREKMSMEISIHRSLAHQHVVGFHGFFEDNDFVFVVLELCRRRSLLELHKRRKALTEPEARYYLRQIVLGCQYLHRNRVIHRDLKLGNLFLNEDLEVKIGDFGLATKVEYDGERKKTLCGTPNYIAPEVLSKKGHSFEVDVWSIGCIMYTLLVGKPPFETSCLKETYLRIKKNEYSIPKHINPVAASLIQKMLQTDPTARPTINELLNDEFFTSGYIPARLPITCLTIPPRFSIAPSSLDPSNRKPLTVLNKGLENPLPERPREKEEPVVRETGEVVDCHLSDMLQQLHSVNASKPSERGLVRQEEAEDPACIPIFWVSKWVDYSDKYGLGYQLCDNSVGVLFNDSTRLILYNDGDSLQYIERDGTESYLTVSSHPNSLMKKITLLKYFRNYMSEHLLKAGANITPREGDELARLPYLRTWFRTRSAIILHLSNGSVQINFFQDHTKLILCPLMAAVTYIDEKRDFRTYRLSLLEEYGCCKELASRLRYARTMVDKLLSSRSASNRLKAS
PI5P4Ka inh: PI5P4K alpha (human) kinase inhibition. P48426. 330,000 tested, 1.2% active. PI5P4Kalpha enzyme, ADP-Glo luminescence, 60 min; hits give low values. AID 652105. max response, %; active = max response of -50% or lower; inconclusive = between -30% and -50%; inactive = -30% or higher; also: value at the top dose of about 77 µM; % is scaled to controls: 0 for no effect and ±100 for the full control effect
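Human PI5P4Kalpha with substrate in 0.038 M HEPES pH 7.4, 0.28 mM EGTA, 0.1% CHAPS, 5% DMSO; reaction started with 5 microM ATP (final), 60 min at room temperature. ADP formed read by ADP-Glo luminescence.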
GLP1R inv ag: GLP-1 receptor (human) inverse agonism; HEK293 GLP-1R CRE-luciferase, luminescence, 24 h; GLP-1R form is constitutively active; Potency, µM (doses to about 38.3 µM), inactives show at the highest dose activity change, negative = inhibition, most hits filed as inhibitors; 410,000 tested, 1.6% active; also: potency is read from the fitted curve at half-maximal effect; % is scaled to controls: 0 for no effect and ±100 for the full control effect; nearly all actives have a fitted effect of over 55% in size
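Stable HEK293 clone (constitutively active GLP-1R + cAMP-response luciferase); 200 cells/uL plated, 12 h pre-culture, compound 24 hr, 37 deg C/5% CO2; detection reagent 12 min RT; luminescence.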
EPAC1 antagonist: blocks human EPAC1 exchange factor; 360,000 tested, 0.14% active; AID 720709; EPAC1 GEF assay, Rap1b-BODIPY-GDP exchange fluorescence; Potency, µM (series often up to 115 µM), for the others: at the top dose activity change, negative = inhibition, actives largely listed as inhibitors; O95398;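 also: potency is read from the fitted curve at half-maximal effect; plate controls were vehicle for no effect and positive control for full effect; nearly all actives have a fitted effect of over 50% in size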
PTHR1 ag: agonists of human PTHR1 parathyroid hormone receptor | Q03431 | HEK293 GP2 PTHR1 cells, GloSensor cAMP luminescence, 1 h | Potency, µM (highest dose often 115 µM), inactives show at the highest dose activation, usual class: activators | 410,000 tested, 0.075% active | AID 743266; also: potency is read from the fitted curve at half-maximal effect; nearly all actives have a fitted effect of over 55% in size; some results filed as inactive show a strong effect at the top dose; inactives centre near -15; many of its hits are not listed in these tables
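HEK-293-derived GP2 cells expressing PTHR1 and a GloSensor cAMP reporter, 3,000/well, plated overnight, given luciferin plus IBMX (each 0.5 mM as added) for 1 h at 37 °C, then compound for 1 h at 37 °C. Luminescence was read after 15 min at room temperature.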
EPAC1 agonist: EPAC1 (human) agonism | O95398 | EPAC1 agonist qHTS, biochemical assay; response scale: 100% = response to 6.5 mM cAMP | Potency, µM (doses to about 154 µM), inactives show top-dose activation, actives largely listed as activators | 360,000 tested, 0.073% active | AID 720707; also: potency is read from the fitted curve at half-maximal effect; nearly all actives have a fitted effect of over 60% in size
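Compounds were pinned as a concentration titration into mixtures of EPAC1 (100 nM), BODIPY-GDP-loaded Rap1B (250 nM) and GDP (50 uM). After 5 min at room temperature, fluorescence was followed for 30 min; activity was scaled to 6.5 mM cAMP.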
IL-2 act: activates IL-2 in a cell-based reporter assay | activation, % (series mostly up to about 46 µM) | IL-2 activation reporter assay, cell-based qHTS; stimulated with anti-CD3/CD4/CD28 beads; in transgenic mouse T cells | 360,000 tested, 0.065% active; in the data active = activation above about 50%; inconclusive = mostly about 30% to 49%; also: 0% is about no effect
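Screening format: compound pinned onto unstimulated transgenic mouse T cells, 60 min incubation, then anti-CD3/anti-CD4/anti-CD28 bead stimulation for 18 hours at 37 degrees C, followed by EGFP and DsRed detection.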
Active calls of the source: *; & = joins results of further samples; [ ] = another dose, or the depositor's remark. Unless noted, calls follow the shape of the dose curve; as a rule, active = well fitted curve in the direction sought with a large enough effect; inconclusive = small, poorly fitted or top-dose-only effect, or another doubt; inactive = no such curve, though single readings can be large; an effect the other way counts as inactive or inconclusive.

COc1ccc(Nc2ncnc3sc(-c4ccccc4)cc23)cc1OC was read as GLP1R cytotox 6%, GLP1R ag 5%, PLK1 PBD inh 9%, PI5P4Ka inh -13, GLP1R inv ag inconclusive, EPAC1 antagonist -15%, PTHR1 ag -28%, EPAC1 agonist 21% and IL-2 act -1.1.
For CC(C)NC(=O)C1(C)CCCCN1Cc1ccc(OCc2ccccc2)cc1 (stereo not drawn) the results were GLP1R cytotox 13%, GLP1R ag 15%, PLK1 PBD inh -2%, PI5P4Ka inh -1, GLP1R inv ag inconclusive, EPAC1 antagonist -11%, PTHR1 ag -45%[inhibitor], EPAC1 agonist -10% and IL-2 act -0.8.
O=C(OCC(=O)c1cccs1)c1ccc(NC(=O)c2ccco2)cc1 was read as GLP1R cytotox -8%, GLP1R ag 5%, PLK1 PBD inh -5%, GLP1R inv ag 2%, EPAC1 antagonist -3%, PTHR1 ag -1%[57.5 µM], EPAC1 agonist 9% and IL-2 act 0.6.
CN(C(=O)CSc1ccc2c(c1)OCCO2)c1ccccc1 was read as GLP1R cytotox 7%, GLP1R ag 7%, PLK1 PBD inh inconclusive, PI5P4Ka inh -10, GLP1R inv ag -8%, EPAC1 antagonist 3%, PTHR1 ag -2%, EPAC1 agonist -14% and IL-2 act 0.1.
Screening NS(=O)(=O)c1cc2c(cc1Cl)NC=NS2(=O)=O returned GLP1R cytotox -2%, GLP1R ag 2%&1%, PLK1 PBD inh -1%, PI5P4Ka inh 0, GLP1R inv ag 6%, EPAC1 antagonist -4%, PTHR1 ag -1%, EPAC1 agonist -14% and IL-2 act -0.2.
`COc1ccc(C2=NN(C(=O)CSc3nc4ccccc4s3)C(c3ccc(OC)cc3)C2)cc1` (stereo not drawn) gave GLP1R cytotox -9%, GLP1R ag -1%, PLK1 PBD inh -2%, PI5P4Ka inh 20, GLP1R inv ag inconclusive, EPAC1 antagonist 14%, PTHR1 ag -8%, EPAC1 agonist -8% and IL-2 act -1.9.
CCOc1cc(/C=N/NC(=O)C(=O)N/N=C/c2ccc(O)c(OCC)c2)ccc1O was read as GLP1R cytotox 21%, GLP1R ag -2%, PLK1 PBD inh 6%, PI5P4Ka inh 2, GLP1R inv ag 15%, EPAC1 antagonist -5%, PTHR1 ag inactive, EPAC1 agonist -7% and IL-2 act 0.5.
N#Cc1cc2cc3c(cc2nc1NCCNC(=S)NCCCN1CCOCC1)OCO3 was read as GLP1R cytotox 135%[activator], GLP1R ag -1%, PLK1 PBD inh -5%, PI5P4Ka inh -6, GLP1R inv ag 7%, EPAC1 antagonist 7%, PTHR1 ag -18%, EPAC1 agonist 8% and IL-2 act -0.2.
`COCCC(=O)N1CCC(Oc2ccc(C(=O)N3CCCC(CCCO)C3)cc2)CC1` (stereo not drawn) gave GLP1R cytotox 0%, GLP1R ag -2%, PLK1 PBD inh 1%, PI5P4Ka inh 0, GLP1R inv ag 7%, EPAC1 antagonist 6%, PTHR1 ag inactive, EPAC1 agonist -21% and IL-2 act 0.7.
CCCCn1nnnc1C(c1cc2ccccc2o1)N1CCN(c2cc(C)nc3ccccc23)CC1 (stereo not drawn) was read as GLP1R cytotox inconclusive, GLP1R ag 9%, PLK1 PBD inh 9%, PI5P4Ka inh 8, GLP1R inv ag inconclusive, EPAC1 antagonist -4%, PTHR1 ag -40%[inhibitor], EPAC1 agonist -7% and IL-2 act -0.3.
CC(C)(C)c1ccc(C2(C)NC(=O)N(CC(=O)Nc3ccc4c(c3)OCO4)C2=O)cc1 (stereo not drawn) was read as GLP1R cytotox 8%, GLP1R ag 2%, PLK1 PBD inh 4%, PI5P4Ka inh -3, GLP1R inv ag inconclusive, EPAC1 antagonist -22%, PTHR1 ag -2%, EPAC1 agonist 13% and IL-2 act -2.2.
Screening CCc1cccc(C)c1N1C(=O)CC(C)(C)CC1=O returned GLP1R cytotox -5%, GLP1R ag 4%, PLK1 PBD inh -4%, PI5P4Ka inh 0, GLP1R inv ag -12%, EPAC1 antagonist -14%, PTHR1 ag inactive, EPAC1 agonist 5% and IL-2 act 1.4.
Screening N#Cc1cnc2cc(-c3ccccc3)nn2c1N returned GLP1R cytotox 5%, GLP1R ag 13%, PLK1 PBD inh -6%, PI5P4Ka inh 3, GLP1R inv ag 55%[activator], EPAC1 antagonist 10%, PTHR1 ag inactive, EPAC1 agonist 2% and IL-2 act -1.5.
`O=C(NCCN1CCN(C(=O)c2ccc(F)cc2)CC1)c1ccc(F)cc1` gave GLP1R cytotox -4%, GLP1R ag -3%, PLK1 PBD inh -6%, PI5P4Ka inh -3, GLP1R inv ag 17%, EPAC1 antagonist 9%, PTHR1 ag -26%, EPAC1 agonist 0% and IL-2 act -1.6.
For CC(C)CNC(=O)c1cccc(NC(=O)COc2cccc([N+](=O)[O-])c2)c1 the results were GLP1R cytotox -7%, GLP1R ag 10%, PLK1 PBD inh -7%, PI5P4Ka inh 0, GLP1R inv ag -14%, EPAC1 antagonist -27%, PTHR1 ag -18%, EPAC1 agonist -9% and IL-2 act -3.0.
For COc1ccc(S(=O)(=O)CCC(=O)N2CCN(c3ccccc3F)CC2)cc1 the results were GLP1R cytotox 1%, GLP1R ag 6%, PLK1 PBD inh -5%, PI5P4Ka inh 4, GLP1R inv ag 11%, EPAC1 antagonist -15%, PTHR1 ag inactive, EPAC1 agonist 3% and IL-2 act -1.5.
For COc1cccc(C(=O)NC2CC3CCCC(C2)N3CC(=O)Nc2ccc(N(C)C)cc2)c1 (stereo not drawn) the results were GLP1R cytotox -11%, GLP1R ag -6%, PLK1 PBD inh -6%, PI5P4Ka inh -1, GLP1R inv ag inconclusive, EPAC1 antagonist -17%, PTHR1 ag -16%, EPAC1 agonist -1% and IL-2 act 0.3.
O=C(NC1CCCCC1)c1nn2c(C(F)(F)F)cc(-c3ccco3)nc2c1Br was read as GLP1R cytotox 17%, GLP1R ag -18%, PLK1 PBD inh -7%, PI5P4Ka inh inconclusive, GLP1R inv ag -22%, EPAC1 antagonist -14%, PTHR1 ag inactive, EPAC1 agonist -14% and IL-2 act 2.2.
Screening CCc1ccc(NC(=O)Cc2ccc(-n3cccc3)cc2)cc1 returned GLP1R cytotox -1%, GLP1R ag 8%, PLK1 PBD inh -1%, PI5P4Ka inh 4, GLP1R inv ag -2%, EPAC1 antagonist -7%, PTHR1 ag inactive, EPAC1 agonist -2% and IL-2 act -0.2.
`Cc1nnc(-c2cccc(Br)c2)c2cn(-c3ccccc3Cl)nc12` gave GLP1R cytotox 0%, GLP1R ag 15%, PLK1 PBD inh -3%, GLP1R inv ag inconclusive, EPAC1 antagonist -1%, PTHR1 ag inactive, EPAC1 agonist 2% and IL-2 act -1.6.
`CCOc1nc(-c2ccccc2)c2cc(Br)ccc2n1` gave GLP1R cytotox -4%, GLP1R ag 13%, PLK1 PBD inh -6%, PI5P4Ka inh -4, GLP1R inv ag 52%, EPAC1 antagonist 0%, PTHR1 ag inactive, EPAC1 agonist 0% and IL-2 act -1.0.
`CCOc1cc(CNn2cnnc2)ccc1OCC(=O)NC1CCCCC1` gave GLP1R cytotox -3%, GLP1R ag -1%, PLK1 PBD inh 1%, GLP1R inv ag -2%, EPAC1 antagonist 9%, PTHR1 ag 0%[57.5 µM], EPAC1 agonist -2% and IL-2 act 0.2.
`CC1CC(C)CN(C(=O)C(C)N(C)CC(=O)Nc2ccc(Cl)cc2)C1` (stereo not drawn) gave GLP1R cytotox -14%, GLP1R ag -1%, PLK1 PBD inh 6%, PI5P4Ka inh 2, GLP1R inv ag inconclusive, EPAC1 antagonist -12%, PTHR1 ag -39%[inhibitor], EPAC1 agonist -10% and IL-2 act 1.1.
For O=C1c2ccccc2S(=O)(=O)c2cc(N3CCOCC3)ccc21 the results were GLP1R cytotox 2%, GLP1R ag -5%, PLK1 PBD inh 7%, PI5P4Ka inh 0, GLP1R inv ag -7%, EPAC1 antagonist 6%, PTHR1 ag -93%, EPAC1 agonist -24% and IL-2 act -4.1.
`COc1ccc(C(=O)N/N=C/c2ccc(OC)c(COc3c(F)c(F)cc(F)c3F)c2)cc1` gave GLP1R cytotox -20%, GLP1R ag 1%, PLK1 PBD inh 0%, PI5P4Ka inh -5, GLP1R inv ag inconclusive, EPAC1 antagonist -18%, PTHR1 ag -30%[inhibitor], EPAC1 agonist -7% and IL-2 act -1.5.
`CN(Cc1ccccc1)C(=O)c1cc(-c2ccc(Br)cc2)on1` gave GLP1R cytotox -15%, GLP1R ag -1%, PLK1 PBD inh -6%, GLP1R inv ag inconclusive, EPAC1 antagonist -8%, PTHR1 ag inactive, EPAC1 agonist 20% and IL-2 act 3.6.
For CCOC(=O)Cc1csc(NC(=O)NC2(C(F)(F)F)Oc3ccccc3O2)n1 the results were GLP1R cytotox -17%, GLP1R ag -7%, PLK1 PBD inh 12µM*, GLP1R inv ag 0%, EPAC1 antagonist 2%, PTHR1 ag -14%, EPAC1 agonist -8% and IL-2 act -1.9.
For CCC(=O)Nc1cccc(C(=O)N(Cc2ccccc2)Cc2ccccc2)c1 the results were GLP1R cytotox 2%, GLP1R ag 12%, PLK1 PBD inh 1%, PI5P4Ka inh 1, GLP1R inv ag inconclusive, EPAC1 antagonist 6%, PTHR1 ag -50%[inhibitor], EPAC1 agonist 14% and IL-2 act -0.7.
For O=C(NC(=O)c1ccccc1)C1=C(N2CCCC2)COC1=O the results were GLP1R cytotox inconclusive, GLP1R ag 4%, PLK1 PBD inh -15%, PI5P4Ka inh -2, GLP1R inv ag inconclusive, EPAC1 antagonist 0%, PTHR1 ag -8%, EPAC1 agonist 2% and IL-2 act 3.1.

Screens as filed in PubChem.

This is a subset; rates above refer to the full screens.
